Siah-1 displacement: blockers of Siah-1 interaction with plectin peptide – biochemical, fluorescence polarization, rhodamine-plectin, uHTS, primary screen (AID 1817) | Siah-1 / rhodamine-plectin peptide fluorescence polarization; higher % means a stronger effect | 290,000 tested, 0.02% active | one-dose displacement, % at 20 µM; IC50 in µM for titrated hits;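 active means displacement of at least 50% at 20 µM, with a fluorescence ratio check between 0.3 and a set limit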;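 further: plate controls were Siah plus tracer with DMSO for no effect and tracer alone without Siah for full effect; strong numbers were not always called active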
SV40 large T antigen: SV40 large T antigen inhibitors, biochemical (AID 1903); SV40 large T antigen ATPase/helicase inhibition assay; higher % means a stronger effect; inhibition, % at 20 µM, or IC50 in µM where a hit was titrated; 310,000 tested, 0.39% active; in the data active means a potency from the dose series; inconclusive means inhibition mostly from about 32% at the one dose, without a potency; inactive means the rest, 99 in 100 with inhibition below about 32%; further: strong numbers were not always called active
NS5 inhibitors: Dengue-2 NS5 methyltransferase inhibitors, primary screen, biochemical, confirmation dose response (AID 588689). 340,000 tested, 0.3% active. Dengue-2 NS5 methyltransferase capping enzyme assay, biochemical; higher % means a stronger effect. one-dose inhibition, % at 25 µM; IC50 in µM for titrated hits; in the data active means a potency from the dose series; inconclusive means inhibition above about 29% without an active follow-up result
AID2073: inhibitors of Mint1-CaV2.2 protein interaction, biochemical, HTRF (AID 2073); 290,000 tested, 0.19% active; inhibition, % at 20 µM, or IC50 in µM where a hit was titrated; HTRF protein-protein interaction, Mint1-CaV2.2; higher % means a stronger effect; in the data active means inhibition mostly above about 51%, no sharp cut-off; inconclusive means no clear call, values can overlap the other calls; inactive means mostly below about 53%; further: some results filed as inactive read as strong as hits
HIV fusion peptide: inhibitors of HIV fusion peptide binding, primary screen, biochemical, uHTS, fluorescence dequenching (AID 1986); inhibition, % at 20 µM, or IC50 in µM where a hit was titrated; cell-free peptide binding, fluorescence dequenching, 30 min; higher % means a stronger effect; 290,000 tested, 0.3% active; in the data active means inhibition mostly above about 52%, no sharp cut-off; inactive means mostly below about 76%; further: some results filed as inactive read as strong as hits
LYP phosphatase: PTPN22 lymphoid phosphatase activity blockers – biochemical, fluorescence intensity, uHTS (AID 1779). recombinant LYP phosphatase, fluorescence intensity; higher % means a stronger effect. inhibition, % at 11.5 µM; hits with a dose series show IC50 in µM. 290,000 tested, 0.054% active; in the data active means inhibition above about 50%;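 further: plate controls were vehicle with enzyme for no effect and no enzyme for full effect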
Rac1 GTP hydrolysis: MgcRacGAP GTPase-activating activity inhibitors, confirmation, biochemical, ADP Hunter fluorescence. MgcRacGAP-stimulated Rac1 GTP hydrolysis, ADP Hunter fluorescence; higher % means a stronger effect; GST-tagged Rac1 F28L mutant substrate. one-dose inhibition, % at 30 µM; IC50 in µM for titrated hits. 340,000 tested, 0.6% active;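 active means first-screen hits whose inhibition reached a set limit at any dose in the follow-up dose series; inconclusive means inhibition above the set first-screen limit but never retested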;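 further: fluorescence reports GDP produced by GAP-driven GTP hydrolysis; strong numbers were not always called active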
RSV antiviral HEp-2: inhibition of RSV-induced cytopathic effect – HEp-2 cells, primary 10 µM value included (AID 2391) | HEp-2 cells, RSV-induced CPE inhibition; higher % means a stronger effect | one-dose CPE inhibition, % at 10 µM; IC50 in µM for titrated hits | 310,000 tested, 0.13% active; in the data active means a potency from the dose series; inconclusive means CPE inhibition mostly from about 23% at the one dose, without a potency; inactive means the rest, 99 in 100 with CPE inhibition below about 21%; further: strong numbers were not always called active
XIAP antagonists: small molecules displacing peptide from XIAP – biochemical, IAP family, fluorescence polarization (AID 1018); XIAP BIR domain, fluorescence polarization peptide displacement; higher % means a stronger effect; 200,000 tested, 0.007% active; displacement, % at 20 µM, or IC50 in µM where a hit was titrated; in the data active means displacement above about 50%; further: a part of the inactive calls stands beside numbers as strong as those of hits
NS5 inhibitors pilot replicate: second read-out of NS5 inhibitors, no call of its own (marks repeat the call); inhibition, %; measured here: pilot screen replicate inhibition
Numbers without * were called inactive.

`CS(=O)(=O)N(CC(=O)N1CCOCC1)c1ccccc1Br` gave Siah-1 displacement 4%, SV40 large T antigen 15%, NS5 inhibitors 0%, AID2073 10%, HIV fusion peptide 1.2%, LYP phosphatase -6%, Rac1 GTP hydrolysis 7%, RSV antiviral HEp-2 0.8% and NS5 inhibitors pilot replicate 2.1.
Screening O=c1c2c([N+](=O)[O-])cc([N+](=O)[O-])cc2nc2ccccn12 returned Siah-1 displacement -3%, SV40 large T antigen 10%, NS5 inhibitors 0%, AID2073 -20%, HIV fusion peptide 17%, LYP phosphatase -1%, Rac1 GTP hydrolysis 8% and RSV antiviral HEp-2 3.0%.
Screening Cc1ccc(CC(=O)NCCN2CCOCC2)cc1 returned Siah-1 displacement 7%, SV40 large T antigen 12%, NS5 inhibitors -6%, AID2073 -1%, HIV fusion peptide 1.6%, LYP phosphatase -9%, Rac1 GTP hydrolysis 4% and RSV antiviral HEp-2 1.1%.
CC(=O)Nc1cccc(C(=O)Nc2cccnc2)c1 was read as Siah-1 displacement 0%, SV40 large T antigen 9%, NS5 inhibitors -6%, AID2073 4%, HIV fusion peptide -3.4%, LYP phosphatase -4%, Rac1 GTP hydrolysis 0%, RSV antiviral HEp-2 0.6% and XIAP antagonists -5.0%.
COc1ccc(OC)c(NC(=O)NC2(C(F)(F)F)Oc3ccccc3O2)c1 was read as Siah-1 displacement -4%, SV40 large T antigen 8%, NS5 inhibitors -11%, AID2073 -65%, HIV fusion peptide -4.5%, LYP phosphatase -4%, Rac1 GTP hydrolysis 2%, RSV antiviral HEp-2 0.8% and XIAP antagonists -6.8%.
CCN1CCN(C(=O)C2CCN(S(=O)(=O)c3ccc4c(c3)NC(=O)C(C)S4)CC2)CC1 (stereo not drawn) was read as Siah-1 displacement 1%, SV40 large T antigen -39%, NS5 inhibitors -3%, AID2073 3%, HIV fusion peptide 1.6%, LYP phosphatase -11%, Rac1 GTP hydrolysis 6% and RSV antiviral HEp-2 -0.9%.
FC(F)(F)c1cnc(-n2cc[nH]c2=S)c(Cl)c1 was read as Siah-1 displacement 4%, SV40 large T antigen 0%, NS5 inhibitors -13%, AID2073 -6%, HIV fusion peptide -0.5%, LYP phosphatase -10%, Rac1 GTP hydrolysis 5%, RSV antiviral HEp-2 2.0% and XIAP antagonists -1.8%.
Screening COc1cccc(NC=C2C(=O)OC3(CCCCC3)OC2=O)c1 returned Siah-1 displacement 3%, SV40 large T antigen 6%, NS5 inhibitors -8%, AID2073 6%, HIV fusion peptide -3.2%, LYP phosphatase -4%, Rac1 GTP hydrolysis 6%, RSV antiviral HEp-2 2.5% and XIAP antagonists 1.7%.
COc1ccccc1NC(=O)Cc1nc(CCl)cs1 was read as Siah-1 displacement 0%, SV40 large T antigen 12%, NS5 inhibitors -3%, AID2073 3%, HIV fusion peptide 3.1%, LYP phosphatase -10%, Rac1 GTP hydrolysis 11%, RSV antiviral HEp-2 1.5% and XIAP antagonists -3.0%.
`CN(C(=O)CS(=O)(=O)c1cn(CC(=O)N2CCCC2)c2ccccc12)c1ccccc1` gave Siah-1 displacement 10%, SV40 large T antigen 14%, NS5 inhibitors 4%, AID2073 2%, HIV fusion peptide 0.8%, LYP phosphatase -10%, Rac1 GTP hydrolysis 4% and RSV antiviral HEp-2 0.3%.
Screening COCC(=O)Nc1nc2n(n1)C(c1ccc(Cl)cc1)CC(c1ccc(OC)cc1)N2 (stereo not drawn) returned Siah-1 displacement -1%, SV40 large T antigen 17%, NS5 inhibitors -9%, AID2073 22%, HIV fusion peptide -0.7%, LYP phosphatase 1%, Rac1 GTP hydrolysis 16%, RSV antiviral HEp-2 1.9% and XIAP antagonists 2.3%.
`CCOC(=O)C1C(c2ccc(O)cc2)NC(=O)NC1(O)C(F)(F)F` (stereo not drawn) gave Siah-1 displacement -6%, SV40 large T antigen -5%, NS5 inhibitors -4%, AID2073 16%, HIV fusion peptide -0.9%, LYP phosphatase -9%, Rac1 GTP hydrolysis -1% and RSV antiviral HEp-2 0.2%.
Screening COc1ccccc1/C=C/C(=O)OCCCN(C)C returned Siah-1 displacement 2%, SV40 large T antigen 15%, NS5 inhibitors -14%, AID2073 10%, HIV fusion peptide -1.9%, LYP phosphatase 2%, Rac1 GTP hydrolysis 11%, RSV antiviral HEp-2 0.3% and XIAP antagonists -5.5%.
c1ccc(CN2CCN(c3nc(-c4ccccc4)nc4ccccc34)CC2)cc1 was read as Siah-1 displacement -2%, SV40 large T antigen 10%, NS5 inhibitors -8%, AID2073 11%, HIV fusion peptide -2.1%, LYP phosphatase -1%, Rac1 GTP hydrolysis 18%, RSV antiviral HEp-2 inconclusive and XIAP antagonists -8.3%.
`CC(=O)Nc1ccc(Oc2cnccn2)cc1` gave Siah-1 displacement -6%, SV40 large T antigen 3%, NS5 inhibitors -1%, AID2073 5%, HIV fusion peptide 0.9%, LYP phosphatase -7%, Rac1 GTP hydrolysis -2%, RSV antiviral HEp-2 -0.3% and XIAP antagonists -4.6%.
`CC1(C)Cc2c(sc3c2c(=O)n(-c2ccc(Cl)cc2)c(=O)n3CC(N)=O)CO1` gave Siah-1 displacement -10%, SV40 large T antigen 6%, NS5 inhibitors 0%, AID2073 -5%, HIV fusion peptide -1.2%, LYP phosphatase 2% and Rac1 GTP hydrolysis 0%.
For CC1Cc2ccccc2N1S(=O)(=O)c1cccc(C(=O)NC2CC2)c1 (stereo not drawn) the results were Siah-1 displacement 0%, SV40 large T antigen 4%, NS5 inhibitors -2%, AID2073 -8%, HIV fusion peptide -0.5%, LYP phosphatase 1%, Rac1 GTP hydrolysis 7%, RSV antiviral HEp-2 35% and XIAP antagonists -17%.
Cc1ccccc1NC(=O)C1CCCN(S(=O)(=O)c2cccc3cccnc23)C1 (stereo not drawn) was read as Siah-1 displacement 7%, SV40 large T antigen 0%, NS5 inhibitors 1%, AID2073 7%, HIV fusion peptide 2.0%, LYP phosphatase -5%, Rac1 GTP hydrolysis -8%, RSV antiviral HEp-2 0.2% and XIAP antagonists -5.8%.
`CSc1ncccc1C(=O)OCc1cccc([N+](=O)[O-])c1` gave Siah-1 displacement 2%, SV40 large T antigen 6%, NS5 inhibitors 0%, AID2073 0%, HIV fusion peptide -0.1%, LYP phosphatase 9%, Rac1 GTP hydrolysis 4%, RSV antiviral HEp-2 1.3% and XIAP antagonists -4.9%.
For CC1CC(=O)c2cnc(N)nc2C1 (stereo not drawn) the results were Siah-1 displacement -1%, SV40 large T antigen 1%, NS5 inhibitors -12%, AID2073 3%, HIV fusion peptide 0.2%, LYP phosphatase -7%, Rac1 GTP hydrolysis 7%, RSV antiviral HEp-2 2.1% and XIAP antagonists 1.7%.
For O=C1NCCCCC1NS(=O)(=O)c1cccc(C(F)(F)F)c1 (stereo not drawn) the results were Siah-1 displacement 7%, SV40 large T antigen 10%, NS5 inhibitors -1%, AID2073 9%, HIV fusion peptide -2.0%, LYP phosphatase -6%, Rac1 GTP hydrolysis 7% and RSV antiviral HEp-2 0.7%.
Screening COc1cc(-c2nnc(-c3cccs3)o2)cc(OC)c1OC returned Siah-1 displacement -2%, SV40 large T antigen 6%, NS5 inhibitors 4%, AID2073 19%, HIV fusion peptide 0.3%, LYP phosphatase 0%, Rac1 GTP hydrolysis 12%, RSV antiviral HEp-2 -0.7% and XIAP antagonists -5.0%.
Cn1cc(C(=O)NCN2CCCCC2)c2ccccc21 was read as Siah-1 displacement 2%, SV40 large T antigen 11%, NS5 inhibitors -11%, AID2073 -3%, HIV fusion peptide -0.1%, LYP phosphatase -4%, Rac1 GTP hydrolysis 12%, RSV antiviral HEp-2 1.2% and XIAP antagonists -5.3%.
Screening O=C(COC(=O)COc1cccc(F)c1)NCCC1=CCCCC1 returned Siah-1 displacement 13%, SV40 large T antigen 5%, NS5 inhibitors 3%, AID2073 -6%, HIV fusion peptide -0.1%, LYP phosphatase -1%, Rac1 GTP hydrolysis 2%, RSV antiviral HEp-2 -0.5% and XIAP antagonists -1.8%.
For CCOC(=O)Cc1csc(NC(=O)c2cc3ccccc3o2)n1 the results were Siah-1 displacement -1%, SV40 large T antigen 6%, NS5 inhibitors -4%, AID2073 -1%, HIV fusion peptide -2.9%, LYP phosphatase -2%, Rac1 GTP hydrolysis 6%, RSV antiviral HEp-2 3.7% and XIAP antagonists -3.0%.
`CC(C)c1onc(C(=O)N(C)C2CCCCC2)c1[N+](=O)[O-]` gave Siah-1 displacement -3%, SV40 large T antigen 6%, NS5 inhibitors -5%, AID2073 -15%, HIV fusion peptide -0.6%, LYP phosphatase -3%, Rac1 GTP hydrolysis 8%, RSV antiviral HEp-2 2.4% and XIAP antagonists -4.3%.
For NC(=O)CSc1oc(-c2ccc(F)cc2)nc1S(=O)(=O)c1ccccc1 the results were Siah-1 displacement 9%, SV40 large T antigen 19%, NS5 inhibitors -10%, AID2073 17%, HIV fusion peptide 1.6%, LYP phosphatase 0%, Rac1 GTP hydrolysis 6%, RSV antiviral HEp-2 0.0% and XIAP antagonists -3.2%.
For CCn1ccnc1[C@@H]1C[C@H]2CN(Cc3ccccc3OC)C(=O)[C@]23CCCN13 the results were Siah-1 displacement 3%, SV40 large T antigen 3%, NS5 inhibitors -1%, AID2073 13%, HIV fusion peptide 2.1%, LYP phosphatase 1%, Rac1 GTP hydrolysis 8%, RSV antiviral HEp-2 2.6% and XIAP antagonists -5.8%.
Screening CCOc1ccc2[nH]c(=O)c(CN(CCO)C(=O)c3ccc(OC)c(OC)c3)cc2c1 returned Siah-1 displacement 1%, SV40 large T antigen -3%, NS5 inhibitors 0%, AID2073 16%, HIV fusion peptide 2.7%, LYP phosphatase -1%, Rac1 GTP hydrolysis 8%, RSV antiviral HEp-2 0.0% and XIAP antagonists -4.2%.
For O=C(Cn1cc(F)c(=O)[nH]c1=O)NCCO the results were Siah-1 displacement -1%, SV40 large T antigen 5%, NS5 inhibitors -8%, AID2073 11%, HIV fusion peptide -0.4%, LYP phosphatase -4%, Rac1 GTP hydrolysis 2%, RSV antiviral HEp-2 0.3% and XIAP antagonists -4.7%.
CC(C)CN1CCC(=O)N([C@H](COc2ccccc2)c2ccccc2)CC1 was read as Siah-1 displacement 5%, SV40 large T antigen 19%, NS5 inhibitors -3%, AID2073 4%, HIV fusion peptide 1.7%, LYP phosphatase -11%, Rac1 GTP hydrolysis 13% and RSV antiviral HEp-2 -1.5%.
Screening CN(C(=O)COC(=O)C1COc2ccccc2O1)c1c(N)n(Cc2ccccc2)c(=O)[nH]c1=O (stereo not drawn) returned SV40 large T antigen 13%, NS5 inhibitors 2%, Rac1 GTP hydrolysis 3% and RSV antiviral HEp-2 0.2%.

An unsorted share of the library; overall some 1.7% were active at least once.
